# Assay outcomes from PubChem.
# APE1 inh = qHTS Assay for Inhibitors of the Human Apurinic/apyrimidinic Endonuclease 1 (APE1) | DNA repair nuclease/redox regulator APEX1 (Homo sapiens), P27695 | recombinant APE1, TAMRA/BHQ-2 abasic DNA cleavage fluorescence | Potency, µM (top dose mostly 65.8 µM), without a hit: at the top dose activity change, negative = inhibition, most hits filed as inhibitors | 350,000 compounds, 0.35% hits;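 further: plate controls were vehicle for no effect and reference inhibitor for full effect; nearly all actives have a fitted effect of over 55% in size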
#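 Endonuclease cleavage of a quenched abasic-site DNA duplex (50 nM) by APE1 (0.75 nM) was tracked by TAMRA dequenching. Compounds were preincubated with enzyme 15 min at room temperature; data normalized to buffer-only and DMSO wells plus NSC13755 control.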
# Pol eta inh = qHTS for Inhibitors of Polymerase Eta. Potency, µM (highest dose often 114 µM), inactives show top-dose activity change, negative = inhibition, actives largely listed as inhibitors. DNA polymerase eta (Homo sapiens), Q9Y253. 390,000 compounds, 1.2% hits. AID 588591, 2011. recombinant Pol eta, fluorescent DNA replication assay; further: on the % scale 0 is the no-effect control and ±100 the full control effect
#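 Pol eta (10 nM) was preincubated with compounds for 15 min at room temperature, after which fluorescent replication substrate (50 nM final) was added to start the reaction. Fluorescence was read kinetically at 0 and 10 min.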
# POLK inh = qHTS for Inhibitors of Polymerase Kappa | Potency, µM (highest dose often 107 µM), for the others: top-dose activity, negative = inhibition, actives largely listed as inhibitors | purified Pol kappa, fluorescent DNA synthesis assay, 10 min | DNA polymerase kappa (Homo sapiens), Q9UBT6 | 400,000 compounds, 0.53% hits; further: on the % scale 0 is the no-effect control and ±100 the full control effect
#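 Kinetic fluorescence screen: compound preincubated 15 min RT with 10 nM enzyme; 50 nM substrate (final) initiates; reads at 0/10 min.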
# Pol iota inh = qHTS for Inhibitors of Polymerase Iota. DNA polymerase iota (Homo sapiens), Q9UNA4. Pol iota fluorescent replication assay, 10 min. Potency, µM (top dose mostly 115 µM), without a hit: top-dose activity, negative = inhibition, usual class: inhibitors. 390,000 compounds, 1% hits. AID 588590, 2011
#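 Fluorescent replication assay read twice, at 0 min and 10 min after adding 50 nM (final) substrate. Enzyme (10 nM) and compounds were first incubated 15 min at room temperature; enzyme-free buffer wells were negative controls.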
# G9a inh = qHTS Assay for Inhibitors of Histone Lysine Methyltransferase G9a; Potency, µM (titrated, usually from 102 µM), inactives show at the top dose activity, negative = inhibition, actives largely listed as inhibitors; G9a H3K9 monomethylation, AlphaScreen, 2 h; 350,000 compounds, 8.8% hits; further: on the % scale 0 is the no-effect control and ±100 the full control effect; nearly all actives have a fitted effect of over 75% in size
#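 AlphaScreen read-out: biotin-H3K9 peptide (500 nM) methylation by 20 nM enzyme with 20 uM SAM, 2 h at room temperature after 15 min compound preincubation; anti-monomethyl H3K9 antibody plus donor/acceptor beads, 10 min dark.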
# BLM helicase inh = qHTS Assay for Inhibitors of Bloom's syndrome helicase (BLM) | AID 2528, 2010 | 350,000 compounds, 0.2% hits | Potency, µM (series often up to 56.1 µM), inactives show top-dose activity change, negative = inhibition, most hits filed as inhibitors | RecQ-like DNA helicase BLM (Homo sapiens), P54132 | recombinant BLM DNA unwinding, fluorescence dequenching;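 further: plate controls were vehicle for no effect and no enzyme for full effect; nearly all actives have a fitted effect of over 35% in size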
# BAZ2B block = qHTS Assay for Inhibitors of BAZ2B; Bromodomain adjacent to zinc finger domain protein 2B (Homo sapiens), Q9UIF8; AlphaScreen BAZ2B-H3K14Ac peptide displacement; Potency, µM (doses to about 114 µM), inactives show at the top dose activity change, negative = inhibition, actives largely listed as inhibitors; 360,000 compounds, 4.4% hits; further: on the % scale 0 is the no-effect control and ±100 the full control effect; nearly all actives have a fitted effect of over 60% in size
#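 AlphaScreen luminescence quantifies BAZ2B engagement of H3K14Ac peptide; the protein and biotinylated peptide are both at 50 nM final, buffer PBS pH 7.4 with 0.01% Tween-20, all steps at room temperature.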
# JMJD2A Tudor = qHTS Assay for Inhibitors of JMJD2A-Tudor Domain | Lysine-specific demethylase 4A (Homo sapiens), O75164 | AlphaScreen JMJD2A-Tudor / H3K4me3 peptide binding | Potency, µM (highest dose often 114 µM), inactives show at the highest dose activity change, negative = inhibition, most hits filed as inhibitors | 390,000 compounds, 4.4% hits | AID 504339, 2011; further: on the % scale 0 is the no-effect control and ±100 the full control effect; nearly all actives have a fitted effect of over 50% in size
# POLB inh = qHTS Assay for Inhibitors of DNA Polymerase Beta; Pol beta primer extension/strand displacement, fluorescence kinetic; 340,000 compounds, 1.3% hits; Potency, µM (highest dose often 114 µM), without a hit: at the highest dose activity change, negative = inhibition, actives largely listed as inhibitors; AID 485314, 2010; P06746; further: on the % scale 0 is the no-effect control and ±100 the full control effect
#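 Enzyme-only controls used 10 nM Pol beta; buffer lacking enzyme served as negative control. Compound preincubated 15 min, then 50 nM substrate added; 0 and 10 min reads at room temperature.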
# An asterisk follows results filed as active; ? = inconclusive; / = not tested or not shown; & = joins results of further samples; [ ] = another dose, or the depositor's remark. The call rests on the fitted dose curve; in most records, active means well fitted curve in the direction sought with a large enough effect; inconclusive means small, poorly fitted or top-dose-only effect, or another doubt; inactive means no such curve, though single readings can be large; an effect the other way counts as inactive or inconclusive. Potency means the concentration at half of the fitted maximal effect. Not all compounds are listed; count on the stated rates, not on these rows.
# Under each structure – APE1 inh	Pol eta inh	POLK inh	Pol iota inh	G9a inh	BLM helicase inh	BAZ2B block	JMJD2A Tudor	POLB inh
COCCC(=O)N1CCc2c([nH]c3ccccc23)C1C(C)(C)C (configuration not stated)
  -3%	-5%	7%	29%	-5%	-4%	-19%	-11%	-11%
COc1cccc(N2CCN(C(=O)c3ccc(CS(=O)c4ccc(Cl)cc4)o3)CC2)c1 (configuration not stated)
  -11%	-10%	-4%	-9%	-20%	-1%	?	-35%	?
CCNC(=O)CC1C(=O)N(c2ccc(F)cc2)C(=O)N1Cc1ccc(OC)c(OC)c1 (configuration not stated)
  /	-4%	-23%	3%	-32%[59 µM]	2%	-9%	-13%	0%
COc1ccc(CNC(=O)C(c2ccc(C)o2)N(C(=O)c2csnn2)c2ccc(C(C)C)cc2)cc1 (configuration not stated)
  -4%	?	-6%	-9%	?	-12%	-38%	-20%	-27%
CC(C)c1nc(SCc2c(F)cccc2Cl)c2c(=O)n(C)c(=O)n(C)c2n1
  1%	-18%	-5%	14%	-3%	-3%	13%	1%	2%
CCC(=O)N1CCN=C1SCc1cc(C)ccc1C
  28%	-3%	-5%	0%	72%[activator]	2%	-1%	3%	1%
COc1ccc(OCCOC(=O)CNS(=O)(=O)c2ccc(SC)c([N+](=O)[O-])c2)cc1
  -1%	1%	-24%	14%	-37%	/	8%	-22%	/
Cc1cc2c(c(=O)n1C)C(Cc1ccccc1)C(C#N)=C(N)O2 (configuration not stated)
  7%	-10%	-1%	11%	?	-3%	-5%	-1%	42%
CCC1CCCCN1CCCNC(=O)Cn1c(=O)c2cccn2c2ccccc21 (configuration not stated)
  10%	-3%	24%	25%	-11%	4%	-15%	-8%	16%
CCCc1nc2ccccc2c(C(=O)OCC(=O)N2CCc3ccccc32)c1CC
  -5%	-18%	7%	34%[activator]	21%[59 µM]	-11%	-3%	6%	0%
CCCCNC(=O)C(CC)Sc1nnc(-c2ccc(OC)c(OC)c2)c(-c2ccc(OC)c(OC)c2)n1 (configuration not stated)
  /	-9%	-6%[60.1 µM]	0%	2%[59 µM]	0%	-16%	-23%	87%
O=C(COc1ccc(F)cc1)OCc1cc(=O)n2nc(C3CCCCC3)sc2n1
  /	-18%	-9%	22%	10%[59 µM]	-1%	-10%	-10%	0%
Cc1cccc(NC(=O)CSc2nc3[nH]c(=O)cc(O)c3s2)c1
  -10%	?	-5%	?	?	/	0%	-13%	/
COc1ccc(NC(=O)COC(=O)CC2CCCC2)cc1Cl
  21%	-13%	-4%	?	-3%[12.7 µM]	/	13%	15%	/
COc1ccc(S(=O)(=O)N(CC(=O)NCc2ccco2)c2ccc(F)cc2)cc1
  -1%	11%	-3%	95%[activator]	-9%	-6%	-10%	-17%	27%
Cc1nc2cnc(N3CCN(C)CC3)nc2n(CCC#N)c1=O
  16%	/	0%[60.1 µM]	/	7%[0.501 µM]	2%	/	/	/
COc1cnc(-c2ccccc2)nc1Sc1ccccc1
  -6%	-13%	-5%	77%[activator]	81%[activator]	-8%	33%	15%	-27%
O=C(NC1CCN(Cc2cccc([N+](=O)[O-])c2)CC1)c1ccccc1
  58%[activator]	-1%	-11%	-11%	?	0%	-18%	-9%	0%
Cc1ccc(CSc2nc3ccncc3n2Cc2nc(-c3ccc(Cl)cc3)oc2C)cc1
  /	-16%	-4%	7%	7%[59 µM]	-6%	-3%	-12%	0%
O=C(NC(=S)Nc1c(Cl)ccc2nsnc12)c1ccccc1F
  6%	-12%	-9%	-15%	4%[59 µM]	-5%	-16%	-12%	23%

# Structural class: the compounds so far with a Cl atom
# Under each structure – APE1 inh	Pol eta inh	POLK inh	Pol iota inh	G9a inh	BLM helicase inh	BAZ2B block	JMJD2A Tudor	POLB inh
COc1cccc(N2CCN(C(=O)c3ccc(CS(=O)c4ccc(Cl)cc4)o3)CC2)c1 (configuration not stated)
  -11%	-10%	-4%	-9%	-20%	-1%	?	-35%	?
CC(C)c1nc(SCc2c(F)cccc2Cl)c2c(=O)n(C)c(=O)n(C)c2n1
  1%	-18%	-5%	14%	-3%	-3%	13%	1%	2%
COc1ccc(NC(=O)COC(=O)CC2CCCC2)cc1Cl
  21%	-13%	-4%	?	-3%[12.7 µM]	/	13%	15%	/
Cc1ccc(CSc2nc3ccncc3n2Cc2nc(-c3ccc(Cl)cc3)oc2C)cc1
  /	-16%	-4%	7%	7%[59 µM]	-6%	-3%	-12%	0%
O=C(NC(=S)Nc1c(Cl)ccc2nsnc12)c1ccccc1F
  6%	-12%	-9%	-15%	4%[59 µM]	-5%	-16%	-12%	23%

# (continued)
# Under each structure – APE1 inh	Pol eta inh	POLK inh	Pol iota inh	G9a inh	BLM helicase inh	BAZ2B block	JMJD2A Tudor	POLB inh
COC(=O)c1ccc(N2CCc3ccccc32)c([N+](=O)[O-])c1
  53%[activator]	-20%	0%	23%	16µM*	-10%	7.9µM*	14µM*	2%
CC(=O)c1c(-c2ccccc2)c2cc(Cl)ccc2[nH]c1=O
  -3%	-15%	1%	51%[activator]	4%[0.501 µM]	2%	-36%	-16%	4%
CCc1nc(Nc2ccccc2F)c2oc3ccccc3c2n1
  49%[activator]	-8%	-3%	-13%	50µM*	1%	56µM*	-4%	15%
CCCC(O)(CCC)C(=O)NN1CCCCC1
  0%	-4%	-7%	37%[activator]	26%[0.501 µM]	-3%	-1%	?	34%
CC/C(=N/NC(=O)CNc1ccc(Cl)cc1C)c1ccccc1
  4%	-15%	-5%	89%[activator]	3%	-7%	-3%	-11%	-1%
Cn1nnc2cc(C(=O)Nc3ccccc3F)ccc21
  65%	1%	-12%	171%[activator]	17%	-8%	-2%	-11%	4%
Cc1cc(NS(=O)(=O)c2ccc(NC(=O)c3cnc4sccn4c3=O)cc2)nc(C)n1
  ?	8.9µM*	?	?	?	-9%	0%	-1%	?
C[C@@H](C(=O)NCc1c(F)cccc1Cl)N1C(=O)N2CCc3c([nH]c4ccccc34)[C@@]2(C)C1=O
  1%	-28%	5%	25%	/	-6%	?	?	0%
COC(=O)c1ccc(C)c(NS(=O)(=O)c2ccc3c(c2)OCCO3)c1
  -10%	-6%	-4%	-10%	-2%[12.7 µM]	-2%	5%	-16%	-24%
CC(C)CC(COCc1ccc(Cl)cc1)N1CCN(C(=O)c2ccc(C(F)(F)F)cc2)CCC1=O (configuration not stated)
  -2%	-15%	1%	-21%	?	-9%	8%	-4%	-7%

# Pulled one by one from the entries so far:
# Under each structure – APE1 inh	Pol eta inh	POLK inh	Pol iota inh	G9a inh	BLM helicase inh	BAZ2B block	JMJD2A Tudor	POLB inh
C[C@@H](C(=O)NCc1c(F)cccc1Cl)N1C(=O)N2CCc3c([nH]c4ccccc34)[C@@]2(C)C1=O
  1%	-28%	5%	25%	/	-6%	?	?	0%
CC(=O)c1c(-c2ccccc2)c2cc(Cl)ccc2[nH]c1=O
  -3%	-15%	1%	51%[activator]	4%[0.501 µM]	2%	-36%	-16%	4%

# More records.
# Under each structure – APE1 inh	Pol eta inh	POLK inh	Pol iota inh	G9a inh	BLM helicase inh	BAZ2B block	JMJD2A Tudor	POLB inh
COCCN1Cc2cccc(C(=O)Nc3ccc(S(=O)(=O)N4CCCCCC4)cc3)c2C1=O
  10%	11%	-18%	18%	/	-1%	-3%	-10%	2%
CC1=C(C(=O)Nc2ccc(F)c(F)c2)C(c2cccs2)NC(=S)N1 (configuration not stated)
  -6%	-12%	-13%	?	-17%	-2%	-8%	0%	7%
CCOc1ccccc1/C=N/OCC(=O)NCc1ccc(F)cc1
  -9%	-10%	-18%	97%[activator]	-1%	-2%	/	-7%	1%
COc1ccc(C(=O)CSc2nnc(CNC(=O)c3ccco3)n2C)cc1OC
  16%	-20%	1%	24%	-15%	1%	2%	3%	0%
C/C(=N\NC(=O)CNC(=O)C(c1ccccc1)c1ccccc1)c1ccc(C(C)(C)C)cc1
  10%	-10%	-10%	-1%	16%	5%	6%	-1%	21%
CCOC(=O)c1ccc(N2C(=O)c3[nH]nc(-c4ccccc4)c3C2c2cccs2)cc1 (configuration not stated)
  /	-7%	-16%	?	-15%[59 µM]	-13%	/	?	0%
C=CCNc1nc(-c2ccc3c(c2)OCCO3)cs1
  /	1%	-8%	-17%	/	/	/	?	/
CCC(=O)N1CCc2cc(S(=O)(=O)NCc3ccc(C)cc3)ccc21
  /	-8%	-8%	9%	-37%[59 µM]	-2%	0%	-13%	-25%
Cc1cc(C)c(NC(=O)COC(=O)c2cccc3c2C(=O)c2ccccc2C3=O)c(C)c1
  -5%	-21%	-5%	22%	?	-7%	-34%	?	13%
CC(C(=O)Nc1ccc(Cl)cc1)N(C)Cc1cccs1 (configuration not stated)
  6%	-15%	-1%	53%[activator]	32%	-4%	38%	38%[activator]	-7%
COc1ccccc1N1CCN(CCCCNC(=O)c2ccc(-c3ccc(C(C)=O)cc3)cc2)CC1
  -1%&11%	/	5%&-9%[19.4 µM]	/	30%[59 µM]	-11%&4%	/	/	/
COc1ccc(-c2nc3ccccc3s2)cc1NC(=O)COc1ccccc1C
  /	-5%	4%	-5%	7%[59 µM]	-8%	-17%	-1%	27%
O=C1C=C(c2ccc(Oc3ccccc3)cc2)C[C@@H](c2ccc(Cl)cc2)C1
  -14%	-20%	0%	-11%	13%[0.501 µM]	/	8%	-1%	/

# Compounds from the list above that have a tert-butyl group, in the order listed:
# Under each structure – APE1 inh	Pol eta inh	POLK inh	Pol iota inh	G9a inh	BLM helicase inh	BAZ2B block	JMJD2A Tudor	POLB inh
COCCC(=O)N1CCc2c([nH]c3ccccc23)C1C(C)(C)C (configuration not stated)
  -3%	-5%	7%	29%	-5%	-4%	-19%	-11%	-11%
C/C(=N\NC(=O)CNC(=O)C(c1ccccc1)c1ccccc1)c1ccc(C(C)(C)C)cc1
  10%	-10%	-10%	-1%	16%	5%	6%	-1%	21%
